# Compound activity from PubChem BioAssay.
# S3 lipid droplet = qHTS Assay for Lipid Storage Modulators in Drosophila S3 Cells | Drosophila S3 cells, BODIPY lipid droplet fluorescence, 18-24 h; cells fed with added oleic acid | lipid storage change, negative = inhibition, % at the top dose, mostly 46.1 µM; hits show Potency in µM | 0.64% of 320,000 active; active = well fitted inhibition curve with a large enough effect in the signal ratio, with a control signal flat, not every such curve was filed as active; inconclusive = small, poorly fitted or top-dose-only effect, or effect the other way, or a change in a side signal; the % refers to the signal ratio
#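 Laser-scanning cytometry quantifies lipid droplet accumulation (500–530 nm total intensity; droplet/cell object ratio) in oleic acid-fed (400 uM added) Drosophila S3 cells treated with a concentration series. 20 uM Triacsin C defined 100% inhibition.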
# S3 lipid droplet cell count max = also measured in S3 lipid droplet; calls as there; cell number change, %; measured here: cell count max response;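 cells counted by Cell Tracker Red CMTPX staining in the red channel; peak over a dose series mostly up to 46.1 µM; percent activity relative to internal control wells on each plate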
# * hit, by the source's call; i = inactive; ? = inconclusive; · = no result given; [ ] = dose if it differs, or a comment. % is set by controls: 0 for no effect and ±100 for the full control effect; potency is the fitted concentration of half-maximal effect. A portion of the library; rates above refer to the full screens.
S3 lipid droplet	S3 lipid droplet cell count max	structure
?	·	CCN(CC)c1ccc(NC(=O)c2cc(Cl)ccc2OC)cc1
?	·	Cc1cccc(NC(=S)Nc2ccc(Br)cc2)c1
4%	17	COc1ccccc1/C=C/C=NC1C(=O)N(c2ccccc2)[N+](C)=C1C (centres undefined)
23%	18	Cc1cc(N2CCOCC2)nc(-c2ccccc2O)n1
3%	3	CC(CNS(=O)(=O)c1ccccc1)(c1ccccc1)N1CCOCC1 (centres undefined)
17%	9	COc1cccc(NC(=O)C(Sc2nnc(-c3ccncc3)n2-c2ccc(Cl)cc2)c2ccccc2)c1 (centres undefined)
-21%	1	COc1ccccc1NC(=O)CSc1nnnn1C1CCCC1
?	·	CCC(C)c1ccccc1NC(=O)CN(C)CC(=O)Nc1ccccc1SC (centres undefined)
0%	4	CCc1cc[n+](-c2nc([O-])sc2C=O)cc1
0%[9.22 µM]	0	CCCn1c2ccccc2c2cc(C(=O)O)ccc21
0%	·	CCCCNC(=O)C1CCN(c2nc(C)cc(C)n2)CC1
?	·	O=C(NC(=S)Nc1ccc(N2CCOCC2)cc1)c1ccco1
?	·	Cc1c(CC(=O)NCCCCCC(=O)O)c(=O)oc2cc3c(cc12)CCC(C)(C)O3
?	·	O=C(Nc1ccccc1Cl)OC1CCCCC1
0%	5	Cc1ccccc1NC(=O)/C=C1\SC(=O)NC1=O
5%	8	O=C(NCC1CCCO1)c1ccc2c(=O)n(Cc3ccc(Cl)cc3)c(=S)[nH]c2c1 (centres undefined)
i	-18	COc1ccc(C(=O)NCC(=O)N/N=C/c2cn(C)c3ccccc23)cc1OC
i	·	CC(=O)Nc1ccc(S(=O)(=O)Nc2nnc(Cc3ccc(Cl)cc3)s2)cc1
i	17	CC(NC(=O)C1CCCN(S(=O)(=O)N2CCOCC2)C1)c1ccccc1 (centres undefined)
6%	0	O=c1c2cc([N+](=O)[O-])cc([N+](=O)[O-])c2[nH]n1-c1ccccc1
?	·	CC(C)OCCCNC(=O)C1CCC(CNS(=O)(=O)c2ccc(Cl)cc2)CC1 (centres undefined)
20%	22	Cc1cccc(CNC(=O)Cn2ccc3cc(S(=O)(=O)N4CCCC4)ccc32)c1
?	·	COc1ccc(-n2nc(C(=O)NCC(=O)N3CCN(c4ccccc4F)CC3)c3ccccc3c2=O)cc1
1.6µM*	-9.2*	CC(C)N(C(=O)c1ccc2nc(-c3ccccc3)c(-c3ccccc3)nc2c1)C(C)C
i	-10	Cc1nnc(SCC(=O)N2CC(C)OC(C)C2)n1-c1ccccc1 (centres undefined)
4.6µM*	10.0*	CCOCCCNc1nc(-c2ccccc2)nc2ccccc12
?	·	C=CCOc1ccc(/C=C/C(=O)OCC(=O)NCC2CCCO2)cc1 (centres undefined)
-11%	-1	CCOC(=O)Cn1nc(-c2ccc(C)cc2)c2ccccc2c1=O
?	·	NC(=O)c1ccccc1OCC(=O)NC12CC3CC(CC(C3)C1)C2
?	·	CC1CCCCC1NC(=O)CCS(=O)(=O)c1cc2c(cc1Cl)NC(=O)CO2 (centres undefined)
?	·	C=CCN(CC=C)C(=O)c1cc(Cl)ccc1[N+](=O)[O-]
i	·	O=C(c1cccc(F)c1)N1CCc2ccccc21
i	·	COc1ccc(NC(=O)CSc2nccn2-c2ccccc2)c(OC)c1
?	·	CCOC(=O)c1c(NC(=O)C2CCCO2)sc2c1CCC2 (centres undefined)
?	·	COc1ccc(C(=O)NC(Nc2ccc(C)cc2)C(Cl)(Cl)Cl)cc1 (centres undefined)
?	·	Cc1ccc(C)c(CN2CCC(CNC(=O)Nc3ccc(Br)cc3F)CC2)c1
-1%	16	CCN(CC)C(=O)CSc1nc2cc3c(cc2c(=O)n1Cc1ccco1)OCO3
-15%	·	CCOC(=O)CNC(=S)N(CCCN1CCCCCC1)Cc1cccs1
?	·	O=C1c2ccccc2NC(c2c(Cl)cccc2Cl)N1Cc1ccccc1 (centres undefined)
-5%	-14	CCN1C(=O)c2ccccc2S(=O)c2ccc(C(=O)N3CCCCCC3)cc21 (centres undefined)
?	·	O=[N+]([O-])c1cc(/C=N/O)ccc1Oc1cccc(Cl)c1
?	·	COc1ccc(CCN(C)C2CCCN(C(=O)CCSC)C2)cc1OC (centres undefined)
16%	0	Cc1ccccc1NC(=O)COC(=O)Cc1cccc(C(F)(F)F)c1
7%	18	C=CCC1C=C(C)CC(CC=C)N1 (centres undefined)
i	·	COC(=O)c1ccc(S(=O)(=O)N2CCN(C(c3ccccc3)c3ccccc3)CC2)n1C
-7%	-8	Cc1ccc(-c2cc(C(=O)Nc3cccnc3)[nH]n2)c(O)c1C
?	·	O=C(O)C1(c2cccc(Cl)c2)CCC1
?	·	O=C(CC(c1ccccc1)(c1ccccc1)c1ccccc1)N[C@@H](Cc1ccc(O)cc1)C(=O)O
2%	6	C/C=C/C(=O)Nc1cccc(C2=NOC3(C2)C[C@@H](C(N)=O)N(C(=O)c2cc([N+](=O)[O-])cc([N+](=O)[O-])c2C)C3)c1 (some centres undefined)
?	·	O=S(=O)(c1cccc(COc2c(Cl)cccc2Cl)c1)N1CCOCC1

# Next results:
S3 lipid droplet	S3 lipid droplet cell count max	structure
i	5	CCOc1ncccc1C(=O)OCC(=O)c1ccccc1
?	·	O=C(Nc1ccc(Oc2ccc3c(c2)C(=O)N(c2ccc(O)cc2)C3=O)cc1)c1cccs1
?	·	CN(C)CCNC(=O)C1(O)c2cc(Br)ccc2NC(=O)N1c1ccc(Cl)cc1 (centres undefined)
-10%	3	COC(=O)[C@H](CC(C)C)NC(=O)N1CCC(C)CC1
?	·	COc1ccc(NC(=O)CN2C(=O)NC3(CCCC3)C2=O)cc1OC
2%	2	NC(=O)c1ccc(=O)n(Cc2ccc(Cl)cc2Cl)c1
16µM*	2.6*	Cc1cc(=O)oc2c(C)c(OCC(=O)N3CC[C@@]4(O)CCCC[C@H]4C3)ccc12
?	·	CC(C)(C)C(=O)N(Cc1ccc(Cl)cc1)c1cnccn1
?	·	COC(=O)c1cc2c(ccn2-c2ccc(F)cc2)n1CC(=O)C(C)(C)C
?	·	O=C(COc1ccc2c(c1)CCC2)N1CCN(c2ccccc2F)CC1

# Looked up by compound from the entries so far, 2 records:
S3 lipid droplet	S3 lipid droplet cell count max	structure
2%	2	NC(=O)c1ccc(=O)n(Cc2ccc(Cl)cc2Cl)c1
?	·	CN(C)CCNC(=O)C1(O)c2cc(Br)ccc2NC(=O)N1c1ccc(Cl)cc1 (centres undefined)

# Returning to the listing, starting 7 compounds before the break.
S3 lipid droplet	S3 lipid droplet cell count max	structure
-10%	3	COC(=O)[C@H](CC(C)C)NC(=O)N1CCC(C)CC1
?	·	COc1ccc(NC(=O)CN2C(=O)NC3(CCCC3)C2=O)cc1OC
2%	2	NC(=O)c1ccc(=O)n(Cc2ccc(Cl)cc2Cl)c1
16µM*	2.6*	Cc1cc(=O)oc2c(C)c(OCC(=O)N3CC[C@@]4(O)CCCC[C@H]4C3)ccc12
?	·	CC(C)(C)C(=O)N(Cc1ccc(Cl)cc1)c1cnccn1
?	·	COC(=O)c1cc2c(ccn2-c2ccc(F)cc2)n1CC(=O)C(C)(C)C
?	·	O=C(COc1ccc2c(c1)CCC2)N1CCN(c2ccccc2F)CC1
?	·	O=C(Nc1ccc(Br)cc1)c1cccc(-n2cnnn2)c1
?	·	O=C(Oc1cccc(C(=O)N2CCOCC2)c1)c1ccc(Br)cc1
?	·	N#CCCN(C(=O)Cn1nc(C(=O)O)c2ccccc2c1=O)c1ccccc1
-15%	0	CCN1CCN(C(C)C(=O)NC2CCCCC2)CC1 (centres undefined)
6%[9.22 µM]	5	CC(=O)c1c(C)[nH]c(C(=O)N2CCN(c3ncccn3)CC2)c1C
?	·	CCCN(CCC)c1nc2ccccc2n2c(C)nnc12
17%	-13	CCCCN(c1ccccc1)c1ncnc(N)c1[N+](=O)[O-]
i[0.0737 µM]	2	CN(C)CCN(C(=O)C1CCN(S(=O)(=O)c2cccs2)CC1)c1nc2ccc(F)cc2s1
2%	-4	COc1ccc(S(=O)(=O)NC2(C(F)(F)F)N=C(c3ccccc3)NC2=O)cc1 (centres undefined)
?	·	CC(=O)N1CCc2cc(Br)cc(S(=O)(=O)N3CCC(C(=O)O)CC3)c21

# Record cards, as listed above. Order of values: S3 lipid droplet	S3 lipid droplet cell count max
# Shown for C=CCOc1ccc(/C=C/C(=O)OCC(=O)NCC2CCCO2)cc1 (centres undefined) → ?	·
# Shown for O=C(CC(c1ccccc1)(c1ccccc1)c1ccccc1)N[C@@H](Cc1ccc(O)cc1)C(=O)O → ?	·
# Shown for Cc1cccc(CNC(=O)Cn2ccc3cc(S(=O)(=O)N4CCCC4)ccc32)c1 → 20%	22
# Shown for C=CCC1C=C(C)CC(CC=C)N1 (centres undefined) → 7%	18
# Shown for C=CCN(CC=C)C(=O)c1cc(Cl)ccc1[N+](=O)[O-] → ?	·

# (more compounds)
S3 lipid droplet	S3 lipid droplet cell count max	structure
i	·	CC1CCCCN1C(=S)NCCc1ccccc1 (centres undefined)
?	·	CS(=O)(=O)Nc1cccc(C2=NN(C(=O)CCC(=O)O)C(c3cccs3)C2)c1 (centres undefined)
-2%	-2	O=C(O)CC12CC3CC(C1)CC(n1ncc(NCC4CCCO4)c(Cl)c1=O)(C3)C2 (centres undefined)
-21%	11	O=C(Nc1nnc(CCc2ccccc2)s1)c1ccccc1F
i	-19	COCc1cc(=O)n2[nH]cc(-c3ccccc3)c2n1
-2%	-17	O=C(CN(Cc1ccc(F)cc1)C(=O)CCC(=O)Nc1nccs1)NCC1CCCO1 (centres undefined)
10%	2	O=C(NC(=S)Nc1ccccc1N1CCOCC1)c1ccc([N+](=O)[O-])cc1
i	·	Cc1ccccc1NC(=S)C1=C(O)c2sccc2N(C)S1(=O)=O
?	·	O=C1CCC([N+](=O)[O-])C(c2ccccc2C(F)(F)F)N1 (centres undefined)
?	·	O=C(Nc1nc(-c2cccc(Br)c2)cs1)Oc1ccccc1
?	·	CCc1cccc(NC(=O)c2ccc(Br)o2)c1
4%	1	O=C(NC1CCCCC1)c1ccc2c(c1)OCO2
?	·	CCN1C(=O)[C@H]2[C@@H](c3ccc(Cl)cc3)N3C(=O)CN(CC4CC4)C(=O)[C@@]3(C)[C@H]2C1=O
6%	-5	CN(CCc1ccccn1)C(=O)CCC1CCCN(Cc2ccccc2OC(F)F)C1 (centres undefined)
2%	30	Cc1nonc1CN(C)C(=O)CC1C(=O)NCCN1Cc1ccccc1C(F)(F)F (centres undefined)
i	8	Cc1ccc(OCC(=O)NNC(=O)[C@@H]2CCCC[C@@H]2C(=O)O)c(Br)c1
9%	11	COc1ccc(C2(CNC(=O)C(c3ccccc3)c3ccccc3)CCOCC2)cc1OC
4%	11	O=C(CSc1nnc(-c2cccnc2)s1)Nc1cccc(C(=O)O)c1
6%	3	O=C(CSc1n[nH]c(=O)n1Cc1ccco1)Nc1ccccc1
8%	-6	C=C(C)C(=O)N1CC2(CC(c3cccc(NC(=O)CC(c4ccccc4)c4ccccc4)c3)=NO2)C[C@H]1C(N)=O (some centres undefined)
?	·	Cc1nc2ccccc2c(=O)n1/N=C/c1ccccc1OC(F)F
?	·	COc1ccccc1NC(=O)C1=C(C)Nc2nc(-c3cccs3)nn2C1c1cccc(O)c1 (centres undefined)
?	·	CCC(NC(=O)C(C)NC)C(=O)N1CCCC1C(=O)NC1CCCc2ccccc21 (centres undefined)
?	·	O=C(CN1C(=O)c2cccc3cccc1c23)NCc1cccnc1
?	·	CCC(C)c1ccc(C(C)NC(=S)NCc2ccc(F)cc2)cc1 (centres undefined)
11%	13	O=C(Nc1ccc(Br)cc1F)c1ccc2c(c1)N(Cc1ccccc1)C(=O)CS2=O (centres undefined)
?	·	CCC(CC)NC(=O)c1ccc2c(c1)OCCO2
?	·	CCOC(=O)N1CCN(C(=O)C(CC(C)C)NS(=O)(=O)c2ccc3c(c2)oc(=O)n3C)CC1 (centres undefined)
-6%	-5	Cc1c(C)c2ccc(OCC(=O)N3CCN(c4ccccc4)CC3)cc2oc1=O
?	·	O=C(c1ccc(-c2ccccc2)cc1)N1CCCC1
-1%	-14	Cc1cc(C(=O)COC(=O)Cc2n[nH]c(=O)c3ccccc23)c(C)n1CC(F)(F)F
?	·	O=C1CCC(C(=O)OCC(=O)c2ccccc2)N1 (centres undefined)
?	·	COc1ccc(NC(=O)COC(=O)c2cc(C)oc2C)cc1OC
?	·	Cc1onc(-c2c(F)cccc2Cl)c1C(=O)Nc1ccc(Cl)c(S(=O)(=O)N(C)C)c1
?	·	O=C(O)CSC1c2ccccc2C(=O)N1c1ccccc1 (centres undefined)
0.73µM*	-24*	O=C(CCC(=O)OC(C(=O)c1ccccc1)c1ccccc1)Nc1ccccc1 (centres undefined)
?	·	CC(C)Cn1c(=O)c(C(=O)NCc2ccccn2)c(O)c2ccccc21
8%	-28	Cc1ccccc1N1C(=O)C(Oc2ccc(Cl)cc2)C1CNC(C)(C)C (centres undefined)
?	·	O=C(CCN1C(=O)/C(=C/c2ccc(F)cc2)SC1=S)NCCc1cnc[nH]1
?	·	O=C(CSc1nnc(NC(=O)C2CC(=O)N(c3ccc(F)cc3)C2)s1)NCC1CCCO1 (centres undefined)
0%	12	Cc1cc(Cl)ccc1Oc1ncnc2onc(C)c12
13%	9	O=C(COC(=O)CCCc1nc2ccccc2s1)Nc1ncc(Cl)cc1Cl
7%	1	S=C(NCc1cccnc1)NCc1cccnc1
